Assay outcomes as filed in PubChem BioAssay.
HTT ATP protect = protects HTT-Q103 PC12 cells, measured by ATP | 230,000 compounds, 0.14% hits | AID 1471 | PC12 HTT-Q103 induced, cytoprotection, ATP luminescence, 40 h | Potency, µM (series often up to 56.4 µM), inactives show cytoprotection (ATP increase), hits mostly activators;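 also: % of control where 0% means no effect; nearly all actives have a fitted effect of over 45% in size; toxic huntingtin expression switched on by the ecdysone agonist tebufenozide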
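Rat PC12, Q103 Htt exon1-GFP fusion, ecdysone promoter; tebufenozide inducer 100 nM final; compound titration; qHTS, 1500 cells/well; ATPlite luminescent read.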
IMPase Li cell = membrane-permeable IMPase blocker, potentiated with lithium; 210,000 compounds, 0.35% hits; CHO-M1 cells, IP1 TR-FRET (IP-One), carbachol + lithium; Potency, µM (highest dose often 59.4 µM), for inactives: top-dose activity, negative = IMPase inhibition, hits mostly inhibitors;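 also: IP1 builds up when IMPase is blocked and the TR-FRET signal falls; plate controls were basal vehicle for no effect and high inhibitor control for full effect; nearly all actives have a fitted effect of over 50% in size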
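CHO-M1, 2000 cells/well, 16–30 h culture; cpd + low Li+, 30 min 37C; lysis with d2-IP1/Eu-anti-IP1 Ab, 10 min RT; TR-FRET 665/620 ratio and 620 channel; AC50 via Hill.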
GAA glycogen = alters human alpha-glucosidase cleavage of glycogen; 300,000 compounds, 0.38% hits; P10253; recombinant GAA, glycogen substrate, Amplex Red glucose oxidase fluorescence; Potency, µM (doses to about 76.4 µM), without a hit: at the highest dose activity change, negative = inhibition, actives largely listed as inhibitors;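 also: 0% = full enzyme reaction and -100% = no-enzyme basal signal; the screen sought inhibitors and activators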
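Recombinant human alpha-glucosidase (4 nM final) hydrolysed bovine liver glycogen (30 ug) for 40 min at 37 C in pH 5.0 citrate/phosphate with 0.01% Tween-20. Released glucose detected by glucose oxidase/Amplex Red, Ex 573/Em 610 nm. Compounds up to 77 uM; AC50 from Hill fits.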
aGlu spleen mod = lysosomal alpha-glucosidase (human) modulation. P10253. human spleen homogenate, 4-MU-alpha-glucoside fluorescence. Potency, µM (doses to about 79.9 µM), for inactives: at the top dose activity change, negative = inhibition, most hits filed as inhibitors. 240,000 compounds, 0.006% hits. AID 2112;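 also: 0% = enzyme with vehicle and -100% = no enzyme basal signal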
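Compounds were titrated against alpha-glucosidase in spleen homogenate at pH 5.0, with 1 mM 4-methylumbelliferyl substrate for 40 min at 37 C. Reactions were quenched with pH 10 NaOH/glycine and fluorescence measured.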
HttQ103 aggreg = inhibitors of mutant huntingtin aggregate formation in PC12 cells. PC12 HttQ103-GFP aggregates, Acumen cytometry, 40 h. Potency, µM (highest dose often 46.1 µM), for the others: at the highest dose activity change, negative = inhibition, most hits filed as inhibitors. 220,000 compounds, 1.1% hits. AID 1688; also: % is scaled to controls: 0 for no effect and ±100 for the full control effect; nearly all actives have a fitted effect of over 60% in size
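Steps: seed 1500 PC12 HTTQ103-GFP cells/well; add tebufenozide, 100 nM final; add compound titration; add ATPLite reagent; quantify GFP aggregates by laser scanning cytometry.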
GoLoco inh red = blocks human Gai1 binding to RGS12 GoLoco peptide, red readout | P63096 | Gai1:RGS12 GoLoco peptide FP, rhodamine, 10 min | Potency, µM (top dose mostly 61.6 µM), without a hit: top-dose activity, negative = inhibition, usual class: inhibitors | 230,000 compounds, 0.44% hits; active = well fitted inhibition curve with a large enough effect, not every such curve was filed as active; inactive = no such curve, though single readings can be large or run the other way; also: % is scaled to controls: 0 for no effect and ±100 for the full control effect; nearly all actives have a fitted effect of over 30% in size; many of its hits are not listed in these tables
Target sequence (P63096 whole entry, looked up): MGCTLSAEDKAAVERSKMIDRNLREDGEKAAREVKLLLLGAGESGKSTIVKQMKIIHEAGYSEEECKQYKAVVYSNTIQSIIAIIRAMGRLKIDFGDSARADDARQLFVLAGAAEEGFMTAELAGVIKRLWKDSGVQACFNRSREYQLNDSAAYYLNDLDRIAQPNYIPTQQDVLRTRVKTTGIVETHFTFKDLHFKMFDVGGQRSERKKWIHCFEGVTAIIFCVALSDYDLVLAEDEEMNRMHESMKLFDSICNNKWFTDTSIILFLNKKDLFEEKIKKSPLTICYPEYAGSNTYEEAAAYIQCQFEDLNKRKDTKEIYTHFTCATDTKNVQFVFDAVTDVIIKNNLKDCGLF
GAA inh = alpha-glucosidase (human) inhibition | P10253 | purified human GAA, 4-MU-alpha-glucoside fluorescence | Potency, µM (top dose mostly 76.9 µM), inactives show top-dose activity change, negative = inhibition, most hits filed as inhibitors | 200,000 compounds, 0.005% hits | AID 1466;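 also: plate controls were uninhibited enzyme wells for no effect and no-enzyme background for full effect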
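Fluorescence at Ex 365/Em 440 nm from 4-methylumbelliferone reported enzyme activity after 20 min at room temperature. Reactions used 4 nM enzyme and 400 uM substrate at pH 5.0; curves fitted with the Hill equation.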
* hit, by the source's call; ? = inconclusive; nt = no result given; [ ] = dose if it differs, or a comment. Unless noted, calls follow the shape of the dose curve; as a rule, active = well fitted curve in the direction sought with a large enough effect; inconclusive = small, poorly fitted or top-dose-only effect, or another doubt; inactive = no such curve, though single readings can be large; an effect the other way counts as inactive or inconclusive. Potency is read from the fitted curve at half-maximal effect. Only part of the results is shown; rates above refer to the full screens.

Values in the order – GoLoco inh red | aGlu spleen mod | IMPase Li cell | GAA glycogen | GAA inh | HttQ103 aggreg | HTT ATP protect
> O=C(CN(c1ccccc1)S(=O)(=O)c1ccccc1)NCCSc1ccccn1
  16% | 2% | 4% | -5% | -7% | 27%[9.22 µM] | 2%[10 µM]
> Cc1nnc(NC(=O)c2cc3n(n2)C(C(F)(F)F)CC(C2CC2)N3)s1 (stereo not drawn)
  -10% | -1% | 3%[38.3 µM] | -11% | 3% | ? | -9%[10 µM]
> COc1cccc(CN2CCNC(=O)C2CC(=O)NCCn2cccn2)c1OC (stereo not drawn)
  -2% | 13% | 2% | -2% | 13% | -16%[9.22 µM] | -7%[10 µM]
> CC(=O)c1cccc(NC(=O)N2CCC(c3ccc(C)cc3)C2)c1 (stereo not drawn)
  6% | 3% | 11% | 7% | -1% | 10% | -10%
> CC1CCN(CCCn2c(=S)[nH]c3ccccc3c2=O)CC1
  17% | 2% | 32%[38.3 µM] | -4% | -7% | -4% | 16%
> N#Cc1cccc(C#N)c1Oc1ccc(S(=O)(=O)Nc2ccccc2)cc1
  1% | -5% | nt | -10% | nt | -1%[9.22 µM] | 7%[10 µM]
> OCCNc1ccc(Cl)cc1
  6% | 0% | 7%[38.3 µM] | 0% | 5% | -12% | -8%
> CCOC(=O)C1=C(C)NC(=O)NC1c1ccc(OC)c(Cl)c1 (stereo not drawn)
  6% | -2% | 17%[38.3 µM] | 6% | ? | -10% | -1%
> O=C(Nc1nc(-c2ccc(-c3ccccc3)cc2)cs1)c1cnccn1
  5% | 1% | 0% | -4% | -10% | -6% | -14%[10 µM]
> COc1ccc(/C=C/CN2CCN(CC(C)C)C(CCO)C2)cc1 (stereo not drawn)
  18% | -1% | 24% | -6% | 0% | 10%[9.22 µM] | 3%[10 µM]
> CC1CCCN(C(=O)c2cc(N3C(=O)C4C5CCC(C5)C4C3=O)ccc2Cl)C1 (stereo not drawn)
  6% | -3% | -9% | -11% | -3% | 0% | -8%
> Cc1nn(Cc2ccc(F)cc2)c(C)c1NC(=O)c1cnn2c1NC(c1ccccc1)CC2C(F)(F)F (stereo not drawn)
  -5% | -12% | ? | -4% | ? | -8% | -2%[10 µM]
> CCCCSc1nnc(-c2ccccc2NC(C)=O)c(=O)[nH]1
  12% | 6% | nt | 8% | -2% | -17% | 13%
> O=[N+]([O-])c1ccc(O)c(/C=N/n2c(CO)nc3ccccc32)c1
  0% | -15% | nt | -6% | -2% | -13%[9.22 µM] | 11%[10 µM]
> O=CN1CCN(C(=S)Nc2ccc(OC(F)F)cc2)CC1
  2% | 1% | nt | -2% | nt | 12%[9.22 µM] | -4%[10 µM]

(cont.)
Values in the order – GoLoco inh red | aGlu spleen mod | IMPase Li cell | GAA glycogen | GAA inh | HttQ103 aggreg | HTT ATP protect
> O=C(NC(=S)Nn1cnnc1)c1ccccc1Cl
  -14% | -2% | -4% | -5% | -7% | -23% | ?
> COc1cc(/C=C/C(=O)OCC(=O)Nc2ccc(S(N)(=O)=O)cc2)ccc1O
  -115% | 3% | nt | ? | nt | -2%[9.22 µM] | 24%[10 µM]
> CCn1c(/C=C/N(C)c2ccccc2)[n+](CC)c2ccc(Cl)cc21
  1µM* | -10% | 32%[activator][38.3 µM] | 1% | -13% | 4.5µM* | -59%[inhibitor][10 µM]
> O=c1cc(O)nc(-c2ccccc2)s1
  39%[activator] | -11% | -1% | 4% | 7% | 17% | nt
> CCN(CC)C(=O)CN1C(=O)NC2(CCc3ccccc3C2)C1=O (stereo not drawn)
  -1% | -12% | 2% | -11% | 0% | 4% | 18%[10 µM]
> O=C(N/N=C/c1cc2cc3c(cc2nc1Cl)OCO3)c1ccncc1
  77%[activator] | 5% | nt | 12% | nt | 17%[9.22 µM] | 32%[10 µM]
> CCCC1OC2CC3C4CCC5=CC(=O)C=CC5(C)C4C(O)CC3(C)[C@]2(C(=O)CO)O1 (stereo partly drawn)
  8% | -3% | 10% | nt | nt | nt | -80%[inhibitor]
> O=C(NCc1ccc2c(c1)OCO2)C1CCN(c2ccc(S(=O)(=O)N3CCCC3)cc2)CC1
  44%[activator] | 4% | 13% | -11% | -8% | ? | 4%[10 µM]
> COc1cc(/C=N/S(=O)(=O)CCc2ccccc2)cc(OC)c1O
  6% | -29% | 2% | -14% | -15% | -21% | 11%[10 µM]
> O=C(Nc1ccc(F)cc1)N1CCC(c2nc3c(nnn3Cc3ccccc3Cl)c(=O)[nH]2)CC1
  3% | 4% | -1% | -20% | 4% | -7% | -21%
> CCc1ccc(NC(=O)C(C)Oc2nnc(-c3cccs3)c(-c3cccs3)n2)cc1 (stereo not drawn)
  35%[activator] | -7% | 12%[38.3 µM] | 0% | -11% | -11% | -11%
> CN(C)c1cccc2c1c(NC(=O)Nc1ccc(F)cc1F)nn2C
  5% | -14% | nt | -18% | -10% | 16%[9.22 µM] | -16%[10 µM]
> Cc1ccnc(N=Cc2c(O)ccc3oc4c(c23)CCCC4)c1
  -11% | -21% | 9% | -2% | -7% | ? | 32%[10 µM]
> CCc1c(C)nc2ncnn2c1NCCc1ccc(Cl)cc1
  9% | -4% | 14% | -7% | ? | -19%[9.22 µM] | 10%[10 µM]
> COc1ccc(S(=O)(=O)NNC(=O)c2sccc2-n2cccc2)cc1
  -4% | 6% | 0% | ? | 1% | -6% | ?

Later entries.
Values in the order – GoLoco inh red | aGlu spleen mod | IMPase Li cell | GAA glycogen | GAA inh | HttQ103 aggreg | HTT ATP protect
> C=CCn1c(C)c(C(C)=O)c(N2CCN(C(c3ccccc3)c3ccccc3)CC2)nc1=S
  35%[activator] | -1% | 21% | -2% | -34% | ? | -73%[inhibitor]
> O=C1C2CC=CCC2C(=O)N1Cc1ccccc1 (stereo not drawn)
  8% | -14% | 9% | 6% | 0% | 3% | -2%[1.9 µM]
> O=C(NCCC1=CCCCC1)c1ccc(F)cc1
  -5% | -1% | 0% | -6% | -3% | 7% | 24%[10 µM]
> Clc1ccc2c(c1)C=Nc1c(NCc3ccccc3)ncnc1O2
  0% | -1% | 7%[38.3 µM] | 5% | -7% | 14% | -10%
> CN1CCN(C(=S)Nc2cc(S(=O)(=O)N3CCOCC3)ccc2Cl)CC1
  6% | -5% | 6% | 2% | ? | -18% | -1%
> CCOC(=O)/C(C#N)=C1\Nc2ccccc2N=C1N(CC(C)C)CC(C)C
  -5% | 5% | 49%[activator][38.3 µM] | -3% | 0% | ? | 9%
> Cc1c(C(=O)NCC2CCCO2)sc2nc(-c3ccccc3)cn12 (stereo not drawn)
  12% | 0% | 7%[38.3 µM] | 1% | -3%[15.4 µM] | 18% | -42%[inhibitor]
> CC(=O)Nc1ccc(C(=O)NC(CC(=O)O)c2ccc(Cl)cc2)cc1 (stereo not drawn)
  -19% | 2% | 20%[38.3 µM] | 8% | -3% | 10% | -11%
> Nc1c(NCCN2CCOCC2)c2ccccc2oc1=O
  -3% | -2% | 16%[38.3 µM] | ? | 6% | -17% | 7%
> CCSc1nc2sc3c(c2c(=O)n1CC)CC(C)(C)OC3
  0% | -17% | 8%[38.3 µM] | -2% | -3% | -1% | -25%
> S=C1NCCOCCOCCOCCNC(=S)NCCOCCOCCOCCN1
  11% | -3% | -4% | 4% | 1% | 8% | 2%[10 µM]
> COc1ccc(S(=O)(=O)CC(=O)Nc2ccccc2Cl)cc1
  -3% | 10% | 21% | -19% | 4% | -2% | 19%[10 µM]
> Cc1ccc(S(=O)(=O)C2(C(=O)NC3CCCC3)CC2)cc1
  -37% | -4% | 46%[activator][38.3 µM] | -9% | -7% | -2% | 0%
> COc1cnc(-c2ccccn2)nc1NC(C)C
  4% | 4% | ? | 4% | 0% | -20% | -138%[inhibitor]
> C/C(N)=C(/C#N)C(=O)CSc1nnnn1-c1ccccc1
  nt | 5% | nt | 5% | -4% | -14% | -8%

Next section.
Values in the order – GoLoco inh red | aGlu spleen mod | IMPase Li cell | GAA glycogen | GAA inh | HttQ103 aggreg | HTT ATP protect
> Cc1[nH]n(C2=NCCS2)c(=O)c1N=Nc1cccc(C(F)(F)F)c1
  16% | -2% | -3% | 16% | 5% | ? | -126%[inhibitor]
> CCOC(=O)C1CCN(c2nc3cc(OC)ccc3cc2C#N)CC1
  20% | 3% | -9%[38.3 µM] | 3% | ? | ? | 7%[10 µM]
> Cc1ccc(/C=C/C(O)=C2/C(=O)N(C)C3(C)CC2c2ccccc2O3)cc1 (stereo not drawn)
  6% | 0% | 2%[38.3 µM] | -9% | -1% | ? | ?
> O=C(COc1ccccc1-c1ccccc1)N/N=C/c1ccncc1
  12% | 4% | 11% | 13% | 1% | 2%[9.22 µM] | 10%[10 µM]

Ten of these compounds, set out differently:
| Molecule | GoLoco inh red | aGlu spleen mod | IMPase Li cell | GAA glycogen | GAA inh | HttQ103 aggreg | HTT ATP protect |
| --- | --- | --- | --- | --- | --- | --- | --- |
| CCSc1nc2sc3c(c2c(=O)n1CC)CC(C)(C)OC3 | 0% | -17% | 8%[38.3 µM] | -2% | -3% | -1% | -25% |
| S=C1NCCOCCOCCOCCNC(=S)NCCOCCOCCOCCN1 | 11% | -3% | -4% | 4% | 1% | 8% | 2%[10 µM] |
| COc1ccc(S(=O)(=O)CC(=O)Nc2ccccc2Cl)cc1 | -3% | 10% | 21% | -19% | 4% | -2% | 19%[10 µM] |
| Cc1ccc(S(=O)(=O)C2(C(=O)NC3CCCC3)CC2)cc1 | -37% | -4% | 46%[activator][38.3 µM] | -9% | -7% | -2% | 0% |
| COc1cnc(-c2ccccn2)nc1NC(C)C | 4% | 4% | ? | 4% | 0% | -20% | -138%[inhibitor] |
| C/C(N)=C(/C#N)C(=O)CSc1nnnn1-c1ccccc1 | nt | 5% | nt | 5% | -4% | -14% | -8% |
| Cc1[nH]n(C2=NCCS2)c(=O)c1N=Nc1cccc(C(F)(F)F)c1 | 16% | -2% | -3% | 16% | 5% | ? | -126%[inhibitor] |
| CCOC(=O)C1CCN(c2nc3cc(OC)ccc3cc2C#N)CC1 | 20% | 3% | -9%[38.3 µM] | 3% | ? | ? | 7%[10 µM] |
| Cc1ccc(/C=C/C(O)=C2/C(=O)N(C)C3(C)CC2c2ccccc2O3)cc1 (stereo not drawn) | 6% | 0% | 2%[38.3 µM] | -9% | -1% | ? | ? |
| O=C(COc1ccccc1-c1ccccc1)N/N=C/c1ccncc1 | 12% | 4% | 11% | 13% | 1% | 2%[9.22 µM] | 10%[10 µM] |
